GLS inhibitor: qHTS for Inhibitors of Glutaminase (GLS) | Glutaminase kidney isoform, mitochondrial (Homo sapiens), O94925 | GLS enzymatic activity, qHTS titration | Potency, µM (highest dose often 45.5 µM), inactives show at the highest dose activity change, negative = inhibition, actives largely listed as inhibitors | 0.21% of 410,000 active | AID 624170, 2012; also: potency is read from the fitted curve at half-maximal effect; % is scaled to controls: 0 for no effect and ±100 for the full control effect
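Enzyme dispensed in phosphate buffer (45 mM, pH 8.2, 0.02% Tween-20), compounds pinned in, then 1 mM L-glutamine solution and the glutamate oxidase–HRP–Amplex Red mix added; fluorescence read immediately and again after 30 min at room temperature.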
PGK inhibitor: qHTS Assay to Find Inhibitors of Phosphoglycerate Kinase; Phosphoglycerate kinase, glycosomal (Trypanosoma brucei brucei), P07378; PGK/GAPDH coupled, Kinase-Glo luminescence, 60 min; Potency, µM (series often up to 57.5 µM), inactives show at the top dose activity change, negative = inhibition, actives largely listed as inhibitors; 0.043% of 380,000 active; AID 602233, 2012; also: potency is read from the fitted curve at half-maximal effect; % is scaled to controls: 0 for no effect and ±100 for the full control effect; nearly all actives have a fitted effect of over 60% in size
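Recombinant glycosomal PGK reaction used 1,3-bisphosphoglycerate generated in-well by GAPDH (100nM final) in 100mM TEA pH 7.6, 5mM MgCl2, 0.01% Tween-20. After 60 minutes at room temperature, ATP was read by Kinase-Glo Plus luminescence end-point.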
HP1b binding inh: HTS for Inhibitors of HP1-beta Chromodomain Interactions with Methylated Histone Tails; Chromobox protein homolog 1 (Homo sapiens), P83916; AlphaScreen HP1-beta / biotin-H3K9me3 peptide binding; Potency, µM (top dose mostly 114 µM), for the others: at the top dose activity change, negative = inhibition, most hits filed as inhibitors; 0.56% of 390,000 active; AID 540317, 2011; also: potency is read from the fitted curve at half-maximal effect; nearly all actives have a fitted effect of over 70% in size; inactives centre near 23
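Compound inhibition of the preformed complex between 50 nM HP1-beta and 50 nM biotinylated H3K9me3 peptide was read by AlphaScreen. Buffer was PBS pH 7.4 with 0.01% Tween-20. Incubations ran 30 min at room temperature, with 10 ug/mL donor/acceptor beads.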
Pin1 inh: qHTS Assay to Find Inhibitors of Pin1 | Peptidyl-prolyl cis-trans isomerase NIMA-interacting 1 (Homo sapiens), Q13526 | Pin1 FP peptide displacement, HiFluor488, 10 min | 0.009% of 390,000 active | Potency, µM (top dose mostly 115 µM), for inactives: at the highest dose activity, negative = inhibition, usual class: inhibitors; active = well fitted inhibition curve with a large enough effect in the polarisation, with a control signal flat, not every such curve was filed as active; inconclusive = small, poorly fitted or top-dose-only effect, or effect the other way, or a change in a side signal; inactive = no such curve, though single readings can be large or run the other way; the % refers to the polarisation; also: potency is read from the fitted curve at half-maximal effect; % is scaled to controls: 0 for no effect and ±100 for the full control effect
PI4K2A block: qHTS for small molecular inhibitors of PI4K2A. Phosphatidylinositol 4-kinase type 2-alpha (Homo sapiens), Q9BTU6. purified PI4K2A, ADP-Glo luminescence, 1 h; stronger effect = lower value. activity change, negative = inhibition, % at 76.9 µM. 0.13% of 420,000 active. AID 1346378, 2018; in the data active = activity change below about -50%; inconclusive = mostly about -30% to -49%;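 also: -100% = wells without enzyme as full effect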
Target sequence (Q9BTU6 whole entry, looked up): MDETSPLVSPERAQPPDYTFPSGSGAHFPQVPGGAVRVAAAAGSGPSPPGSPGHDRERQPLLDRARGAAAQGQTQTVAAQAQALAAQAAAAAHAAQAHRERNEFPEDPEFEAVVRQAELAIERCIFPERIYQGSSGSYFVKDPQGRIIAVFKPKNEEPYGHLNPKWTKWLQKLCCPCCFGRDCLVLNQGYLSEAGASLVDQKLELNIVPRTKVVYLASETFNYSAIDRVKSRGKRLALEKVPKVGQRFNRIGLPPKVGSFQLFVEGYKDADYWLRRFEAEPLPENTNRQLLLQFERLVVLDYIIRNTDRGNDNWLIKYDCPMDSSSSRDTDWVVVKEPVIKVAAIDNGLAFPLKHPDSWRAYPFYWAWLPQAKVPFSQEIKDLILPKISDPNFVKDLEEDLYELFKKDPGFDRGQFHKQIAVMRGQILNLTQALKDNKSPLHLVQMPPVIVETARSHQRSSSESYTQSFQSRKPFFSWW
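In this quantitative HTS, ADP production by PI4K2A was quantified luminescently after 1 h at ambient temperature; 100 microM adenosine served as plate-quality control.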
G9a block: qHTS Assay for Inhibitors of Histone Lysine Methyltransferase G9a. Histone-lysine N-methyltransferase EHMT2 (Homo sapiens), Q96KQ7. G9a H3K9 monomethylation, AlphaScreen, 2 h. Potency, µM (doses to about 102 µM), for inactives: top-dose activity, negative = inhibition, usual class: inhibitors. 8.8% of 350,000 active. AID 504332, 2011; also: potency is read from the fitted curve at half-maximal effect; % is scaled to controls: 0 for no effect and ±100 for the full control effect; nearly all actives have a fitted effect of over 75% in size
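AlphaScreen read-out: biotin-H3K9 peptide (500 nM) methylation by 20 nM enzyme with 20 uM SAM, 2 h at room temperature after 15 min compound preincubation; anti-monomethyl H3K9 antibody plus donor/acceptor beads, 10 min dark.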
BAZ2B inh: qHTS Assay for Inhibitors of BAZ2B; AlphaScreen BAZ2B-H3K14Ac peptide displacement; Bromodomain adjacent to zinc finger domain protein 2B (Homo sapiens), Q9UIF8; 4.4% of 360,000 active; Potency, µM (series often up to 114 µM), inactives show top-dose activity change, negative = inhibition, usual class: inhibitors; AID 504333, 2011; also: potency is read from the fitted curve at half-maximal effect; % is scaled to controls: 0 for no effect and ±100 for the full control effect; nearly all actives have a fitted effect of over 60% in size
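BAZ2B 50 nM plus b-H3(5-23)K14Ac 50 nM, PBS pH 7.4/0.01% Tween-20, 30 min RT; compound added (max 110 uM), 30 min RT; streptavidin donor/Ni-chelate acceptor beads 10 ug/mL final, 20 min dark; AlphaScreen read.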
JMJD2A Tudor inh: qHTS Assay for Inhibitors of JMJD2A-Tudor Domain | Lysine-specific demethylase 4A (Homo sapiens), O75164 | AlphaScreen JMJD2A-Tudor / H3K4me3 peptide binding | Potency, µM (titrated, usually from 114 µM), without a hit: top-dose activity change, negative = inhibition, most hits filed as inhibitors | 4.4% of 390,000 active | AID 504339, 2011; also: potency is read from the fitted curve at half-maximal effect; % is scaled to controls: 0 for no effect and ±100 for the full control effect; nearly all actives have a fitted effect of over 50% in size
ERG-DNA inh: qHTS for Small Molecule Inhibitors of the ERG Ets/DNA interaction; 0.028% of 370,000 active; Transcriptional regulator ERG (Homo sapiens), P11308; Potency, µM (titrated, usually from 76.9 µM), without a hit: at the highest dose FP activity, negative = inhibition, actives largely listed as inhibitors; fluorescence polarization, His-ERG Ets domain / labelled DNA; active = well fitted inhibition curve with a large enough effect in the polarisation, with a control signal flat; inconclusive = small, poorly fitted or top-dose-only effect, or effect the other way, or a change in a side signal; inactive = no such curve, though single readings can be large or run the other way; the % refers to the polarisation;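 also: polarization taken with two DNA probes labelled with fluorescein and Texas red; potency is read from the fitted curve at half-maximal effect; % of control where 0% means no effect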
Target sequence (P11308 whole entry, looked up, the tested form may be a part): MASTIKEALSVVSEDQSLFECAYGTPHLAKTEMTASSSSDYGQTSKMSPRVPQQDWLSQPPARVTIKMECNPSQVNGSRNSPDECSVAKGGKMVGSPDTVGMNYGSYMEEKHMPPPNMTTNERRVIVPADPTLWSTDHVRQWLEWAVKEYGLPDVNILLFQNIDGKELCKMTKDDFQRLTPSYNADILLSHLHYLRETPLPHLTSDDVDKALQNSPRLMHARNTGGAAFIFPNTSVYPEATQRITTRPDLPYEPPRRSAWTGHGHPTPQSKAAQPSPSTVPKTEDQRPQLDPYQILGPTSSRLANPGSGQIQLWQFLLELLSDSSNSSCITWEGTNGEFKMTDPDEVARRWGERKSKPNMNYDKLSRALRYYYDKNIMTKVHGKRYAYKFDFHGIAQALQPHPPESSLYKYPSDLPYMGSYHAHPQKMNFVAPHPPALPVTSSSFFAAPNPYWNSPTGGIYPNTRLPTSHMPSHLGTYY
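His-tagged ERG Ets domain (1 uM in the protein solution; 300mM KCl, 50mM Tris-HCl, 1mM EDTA, 1mM DTT, pH 7.5) received compound, then a probe mix of 5 nM fluorescein-DNA and 100nM Texas-615-DNA. Fluorescence polarization was read for both dyes.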
Starred values were filed as active, the others as inactive; i = inactive; ? = inconclusive; / = not tested or not shown; [ ] = remark or other dose. Unless noted, calls follow the shape of the dose curve; as a rule, active = well fitted curve in the direction sought with a large enough effect; inconclusive = small, poorly fitted or top-dose-only effect, or another doubt; inactive = no such curve, though single readings can be large; an effect the other way counts as inactive or inconclusive.

structure,GLS inhibitor,JMJD2A Tudor inh,G9a block,BAZ2B inh,PI4K2A block,HP1b binding inh,PGK inhibitor,Pin1 inh,ERG-DNA inh
CC1CCCC(C)N1C(=O)CNCc1ccc2c(c1)OCO2 (stereo unspecified),-7%,50µM*,50µM*,?,8,1%,-1%,0%,-30%
CC[C@]12c3[nH]c4ccccc4c3CCN1C(=O)C(CC(=O)NCc1cccc(C(F)(F)F)c1)C[C@@H]2C(=O)N1CCN(C(=O)c2ccco2)CC1 (stereo partly specified),12%,-30%,/,/,-2,8%,-3%,?,6%
Cc1ccc(NC2=C(Cl)C(=O)OC2OC(C)C)cc1 (stereo unspecified),8%,-12%,4%,-11%,-1,25%,-5%,-2%,-1%
O=C1c2ccccc2C(=O)C1(c1ccccc1)N1CCN(c2cccc(C(F)(F)F)c2)CC1,6%,?,10µM*,?,-7,-12%,11%,2%,-1%
Cc1ccc(Cl)cc1NC(=O)C(=O)N/N=C/c1ccc2c(c1)OCO2,6%,-18%,19%,-21%,3,16%,-10%,-6%,12%
COc1ccc(CC(C)Nc2ccccc2F)cc1 (stereo unspecified),1%,69%[activator],/,82%[activator],-4,195%[activator],0%,7%,2%
COCCCn1c(SCC(=O)Nc2ccc(NC(=O)c3ccco3)c(OC)c2)nc2ccccc2c1=O,11%,-32%,?,-1%,-6,35%,-7%,-4%,6%
Oc1ccc2cc(Br)ccc2c1CN1CCCC1,10%,-12%,?,/,-1,-19%,4%,6%,12%
Cn1cc(/C=N/NC(=O)COc2ccccc2[N+](=O)[O-])c2ccccc21,7%,-21%,11%[59 µM],-36%,-3,35%,/,4%,3%
Nc1cc(N)nc(SCCOc2ccccc2F)n1,8%,-12%,?,10%,5,27%,5%,-1%,-3%
S=C1NC2=C(CCCC2=C2SCCCS2)C(c2ccccc2)N1 (stereo unspecified),-36%,-2%[11.4 µM],0.79µM*,?,-15,17%,i,1%,-4%
O=c1[nH]c(Cc2ccc(F)cc2)nc2scc(-c3ccc(F)cc3)c12,-17%,?,3.5µM*,3%,0,?,-3%,18%,-4%
CCCn1c(N)c(N2CCCCC2)c(=O)n(CC(=O)Nc2ccc(OC(F)(F)F)cc2)c1=O,5%,6%,21%[2.33 µM],9%,6,33%,-5%,-6%,-6%
CCCCCN(C(=O)CCC(=O)OCC(=O)N1CCCC(C)C1)c1c(N)n(CCCC)c(=O)[nH]c1=O (stereo unspecified),-2%,-15%,/,-2%,2,23%,13%,3%,11%
CC1(C)NC(=O)N(CC(O)CN2C(=O)CCC2=O)C1=O (stereo unspecified),-1%,-4%,14%[12.7 µM],4%,4,29%,-8%,0%,-18%
COc1cccc(NS(=O)(=O)c2c(C)n(C)c(=O)n(C)c2=O)c1,-2%,-2%,-10%[59 µM],42%[activator],2,33%,-5%,-8%,0%
CS(=O)(=O)c1ccc(Cl)c(NC(=O)CN2CCN(C(=O)c3cccs3)CC2)c1,-5%,-11%,/,/,5,20%[57 µM],-2%,-6%,-9%
COc1ccc(N(C)C(=O)c2cc3c(s2)-c2ccc(Cl)cc2S(=O)(=O)C3)c(OC)c1,5%,-11%,13%[59 µM],-21%,3,19%,-1%,17%,-4%
O=C(c1cc(COc2ccc(F)cc2Cl)on1)N1CCCCCC1,-9%,16%,90%[activator],35%,1,41%[activator],-2%,4%,-5%
COc1ccc(/C=C/C(=O)Nc2cccc(F)c2)cc1,-3%,-4%,-2%[59 µM],3%,-11,26%,-5%,11%,1%
CC1CCC/C=C/C(=O)c2c(O)cc(O)cc2CC(=O)O1 (stereo unspecified),7%,-22%,8%[59 µM],-7%,?,14%,-1%,-13%,7%
O=C(NCc1ccc(Cl)cc1)NCC(F)(F)F,-5%,-14%[57.1 µM],-2%,6%,0,?,-11%,1%,-12%
CCc1c(O)nc(SCC(=O)Nc2ccccc2OC)n(-c2ccccc2C)c1=O,3%,-19%,-18%,?,-1,23%,-8%,1%,1%
O=C1NC(Cc2c[nH]c3ccccc23)C(=O)N1CCOc1ccccc1 (stereo unspecified),0%,-27%,-9%[59 µM],2%,1,52%[activator],-9%,-13%,-18%
O=C1C[C@H]2CCCCC(=O)N3CC[C@@H](C1)[C@@H]23,10%,-10%,-26%[135 µM],/,-5,26%,-8%,5%,6%
CC1=CC2C(C3C=CC2(C)C(=O)C3(C)O)C(C)(O)C1=O (stereo unspecified),2%,-1%,/,/,2,20%,3%,-2%,3%
CN(C)c1ncc(S(=O)(=O)c2ccc(Cl)cc2)c(-c2ccccc2)n1,1%,17%,/,8%,-1,68%[activator],-1%,0%,0%
O=C(Nc1ccccc1)c1cc2ccccc2o1,0%,10%,3%[59 µM],5%,?,49%,?,-4%,-4%
Cc1cccc(NC(=O)CSc2n[nH]c(-c3ccncc3)n2)c1C,2%,-1%,?,-25%,-1,37%,1%,-9%,-7%
COc1ccccc1C(=O)C1CCCN(C(=O)C2=CC(=O)CC(C)(C)O2)C1 (stereo unspecified),-6%,-2%,5%,-1%,5,13%,-4%,-12%,-11%
COc1ccc(Cc2nc3ccc(C(=O)NCC4CCOCC4)cc3o2)cc1OC,6%,-1%,31%,0%,3,16%,4%,-8%,-5%
CC1CN(C(C)C)C(C)CC1OC(=O)c1ccccc1 (stereo unspecified),3%,-7%,11%,-6%,0,30%,9%,-5%,2%
O=C(NCc1ccco1)C(=O)NCC1OCCCN1S(=O)(=O)c1ccc(F)cc1 (stereo unspecified),-7%,-18%,9%,4%,2,38%,-1%,2%,-4%
CCOc1cccc2c1Oc1nc(-c3ccccc3)nc(SCC(=O)Nc3ccc(F)cc3)c1C2,2%,-10%,?,-5%,1,25%,3%,2%,-1%
CCOC(=O)c1cccc(N2C(=O)C3C(C(=O)NC4CC4)C4(C)C=CC3(O4)C2C(=O)NC(C)(C)C)c1 (stereo unspecified),?,-17%,3%,5%,-3,20%,-3%,-6%,11%
CCCCC(=O)N/N=C(\C)CC(=O)Nc1cc(Cl)ccc1OC,4%,-12%,70%[activator][59 µM],-7%,0,25%,3%,0%,-1%
COC(=O)c1ccccc1NC(=O)CCC(=O)N1CCOc2ccccc21,4%,-12%,-34%[59 µM],5%,-3,19%,-6%,0%,0%
CC(NC(=O)NC12CC3CC(CC(C3)C1)C2)C1CCCO1 (stereo unspecified),1%,17%,-6%[59 µM],-3%,4,21%,-2%,1%,-8%
Nc1nc(SCC(=O)NCC2CCCO2)[nH]c(=O)c1NC(=O)c1ccco1 (stereo unspecified),?,?,-37%,16%,1,-15%,-12%,-1%,-4%
CCCCn1c(N)c(N(Cc2ccccc2OC)C(=O)C2=COCCO2)c(=O)[nH]c1=O,2%,-1%,-9%[12.7 µM],8%,-4,1%,-2%,-8%,1%
Cc1ccc(C(=O)NNC(=S)Nc2cccc(Cl)c2Cl)cc1[N+](=O)[O-],-5%,-7%,5%[12.7 µM],-23%,0,-7%,-4%,7%,-1%
Cc1ccc(S(=O)(=O)N2CCOC2CNC(=O)C(=O)NCCCc2ccccc2)cc1 (stereo unspecified),7%,-5%,/,-1%,0,17%,-2%,4%,17%
CC1CCCCC1NC(=O)c1ccc(S(=O)(=O)NNC(=O)c2ccncc2)cc1 (stereo unspecified),?,3.5µM*,/,89µM*,1,27%,-2%,-8%,17%
O=S(=O)(NCCc1ccncc1)c1ccccc1,-4%,-7%,25%[59 µM],1%,2,40%[activator],i,10%,10%
COc1cc(NC(=O)c2cccc(C)c2)c(Cl)cc1[N+](=O)[O-],5%,2%,27%[59 µM],1%,-1,4%,-3%,0%,13%
CCCc1cc(=O)[nH]c(SCc2csc(-c3ccccc3)n2)n1,0%,-6%,-3%[59 µM],2%,-2,15%,-9%,-1%,2%
Cc1ccccc1C(=O)Nc1ccc(C(=O)NNC(=O)CCCOc2ccc(Cl)cc2Cl)cc1,-1%,-30%,-17%,5%[57.1 µM],-12,7%,-5%,12%,6%
CCC(=O)c1ccc(OCC(O)Cn2nc(C)c(Br)c2C)cc1 (stereo unspecified),-10%,3%,-7%,-3%,2,37%,8%,1%,5%

Screening results (PubChem)
